SRC2 inh = inhibits human steroid receptor coactivator 2; Q15596; HEK293 GAL4-SRC2 luciferase reporter, luminescence; inhibition, % at 9 µM; hit rate 0.17% among 370,000;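 active = inhibition above the mean inhibition of all tested compounds plus 3 SD, set per campaign, cut at about 52% in these data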;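 also: 0% = DMSO treated cells and 100% = cells given Gossypol at 36 µM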
NCOA1 inh = inhibitors of human steroid receptor coactivator 1 (SRC1) | Q15788 | HEK293 GAL4-SRC1 luciferase reporter, luminescence | inhibition, % at 3.6 µM | hit rate 0.12% among 360,000;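 active = inhibition above the campaign mean plus 3 SD, with each screening campaign given its own cutoff, cut at about 60% in these data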;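 also: 0% = DMSO treated cells and 100% = gossypol at 36 µM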
CF NFkB inh = blocks PAF-induced NF-kB reporter in cystic fibrosis cells | AID 588850 | KKLEB NF-kB-GFP reporter, GFP fluorescence overnight | inhibition, % at 5 µM | hit rate 0.86% among 360,000;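 active = at least 50% inhibition at 5 µM, scaled per plate between neutral and stimulator controls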;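 also: PAF is a Pseudomonas aeruginosa culture filtrate used as stimulus; plate controls were PAF-stimulated DMSO wells for no effect and unstimulated DMSO wells for full effect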
NCOA3 inh = inhibitors of human steroid receptor coactivator 3 (SRC3). inhibition, % at 3.6 µM. HEK293 GAL4-SRC3 luciferase reporter, luminescence. hit rate 0.17% among 360,000. Q9Y6Q9;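 active = inhibition above a per-campaign cutoff, the mean of all compounds plus 3 SD, cut at about 60% in these data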;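 also: 0% = DMSO-treated cells and 100% = gossypol-treated cells at 36 µM; higher means less SRC3-driven luciferase light from the GAL4 reporter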
Target sequence (Q9Y6Q9 whole entry, looked up, the tested form may be a part): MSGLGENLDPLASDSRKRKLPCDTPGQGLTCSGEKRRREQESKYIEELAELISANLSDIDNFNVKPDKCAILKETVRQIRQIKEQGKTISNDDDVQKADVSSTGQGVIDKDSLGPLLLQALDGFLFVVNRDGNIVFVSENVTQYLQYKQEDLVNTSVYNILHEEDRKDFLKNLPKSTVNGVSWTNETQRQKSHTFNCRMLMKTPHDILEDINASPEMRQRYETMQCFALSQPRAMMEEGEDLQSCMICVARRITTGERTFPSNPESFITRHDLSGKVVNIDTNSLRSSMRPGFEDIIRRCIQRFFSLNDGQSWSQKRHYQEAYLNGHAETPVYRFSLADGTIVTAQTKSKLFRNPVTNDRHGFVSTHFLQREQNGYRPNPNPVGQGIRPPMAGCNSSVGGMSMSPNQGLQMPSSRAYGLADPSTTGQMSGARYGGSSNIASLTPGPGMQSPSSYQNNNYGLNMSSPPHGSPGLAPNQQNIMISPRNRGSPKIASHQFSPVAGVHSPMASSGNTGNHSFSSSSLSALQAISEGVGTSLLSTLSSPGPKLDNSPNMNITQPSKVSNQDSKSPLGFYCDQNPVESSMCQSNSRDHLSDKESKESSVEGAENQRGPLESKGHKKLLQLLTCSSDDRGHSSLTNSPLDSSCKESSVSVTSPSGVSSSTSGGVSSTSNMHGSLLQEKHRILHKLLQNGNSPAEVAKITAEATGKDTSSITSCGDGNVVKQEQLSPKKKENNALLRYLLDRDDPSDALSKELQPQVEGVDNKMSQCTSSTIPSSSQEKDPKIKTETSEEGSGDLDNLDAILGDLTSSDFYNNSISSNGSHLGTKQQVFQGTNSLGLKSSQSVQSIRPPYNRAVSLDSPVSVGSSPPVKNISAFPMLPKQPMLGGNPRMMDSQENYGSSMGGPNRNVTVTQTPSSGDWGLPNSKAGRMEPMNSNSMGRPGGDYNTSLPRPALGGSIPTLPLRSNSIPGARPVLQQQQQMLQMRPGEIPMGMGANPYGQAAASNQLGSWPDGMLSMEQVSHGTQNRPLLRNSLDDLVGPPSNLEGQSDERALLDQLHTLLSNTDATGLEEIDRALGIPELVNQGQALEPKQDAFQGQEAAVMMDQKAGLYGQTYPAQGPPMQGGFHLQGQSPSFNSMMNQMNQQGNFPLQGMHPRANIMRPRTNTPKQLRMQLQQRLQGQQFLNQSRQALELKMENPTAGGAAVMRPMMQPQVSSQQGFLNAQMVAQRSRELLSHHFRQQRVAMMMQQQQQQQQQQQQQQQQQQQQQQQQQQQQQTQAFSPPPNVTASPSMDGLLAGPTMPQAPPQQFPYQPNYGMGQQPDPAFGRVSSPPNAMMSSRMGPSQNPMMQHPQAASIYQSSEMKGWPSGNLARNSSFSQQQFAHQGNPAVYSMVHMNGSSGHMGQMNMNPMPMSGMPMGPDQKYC
KKLEB tox = CF airway cell cytotoxicity counter-screen; activity change (cytotoxicity), % at 5 µM; AID 602141; KKLEB CF airway cells viability, ATPlite luminescence, overnight; active compounds read low; cells stimulated with P. aeruginosa culture filtrate; hit rate 0.36% among 360,000;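 active = corrected activity change at or below -50% at 5 µM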
NR2F2 inh = NR2F2 (human) inhibition, primary screen. P24468. HEK293T NGFI-A luciferase reporter, luminescence. inhibition, % at 8.6 µM. hit rate 0.7% among 370,000. AID 686940;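 active = inhibition above a per-plate cutoff, mean inhibition of test wells between control levels plus 3 SD, cut at about 38% in these data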;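 also: cells cotransfected with COUP-TFII expression vector driving the NGFI-A reporter; 0% = median of COUP-TF2 test wells and 100% = reporter-only cells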
TROY signal inh = TROY signaling inhibition; Q293 LMP1-TROYcd NF-kB luciferase reporter, 4 h; inhibition, % at 10 µM; hit rate 0.98% among 360,000; AID 1347056;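 active = compounds whose plate-normalised and pattern-corrected inhibition of the luciferase reporter signal at the single screening dose is 50% or more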
TWEAK-Fn14 inh = TWEAK-Fn14 signaling inhibition; inhibition, % at 10 µM; TWEAK-stimulated Fn14 reporter cells, luciferase luminescence, 8 h; hit rate 2% among 360,000; in the data active = inhibition above about 50%
NR5A2 inv ag = NR5A2 inverse agonism in reporter assay; HEK293T StAR-luciferase reporter, LRH-1 transfected, 24 h; inhibition, % at 3.6 µM; hit rate 0.13% among 360,000;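 active = inhibition above the mean inhibition of all tested compounds plus 3 SD, cut at about 73% in these data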;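 also: 0% = DMSO wells and 100% = reporter-only cells lacking LRH-1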
EBV LMP1 NFkB = Epstein-Barr LMP1 NF-kappaB reporter inhibition; inhibition, % at 12.5 µM; hit rate 0.69% among 350,000; AID 504558; LMP1-induced NF-kappaB luciferase reporter cells, luminescence; in the data active = inhibition above about 41%;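 also: 0% = neutral control wells and 100% = reference inhibitor control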
C8 TRAIL sens = caspase-8 TRAIL sensitization | NB7+C8 cells + TRAIL, ATPlite viability luminescence | inhibition (viability loss, TRAIL sensitization), % at 10 µM | hit rate 1% among 360,000 | AID 624354;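 active = compounds causing at least 50% loss of cell viability in the single-dose screen, relative to plate controls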
* hit, by the source's call; · = not tested or not shown.

SMILES	SRC2 inh	NCOA1 inh	CF NFkB inh	NCOA3 inh	KKLEB tox	NR2F2 inh	TROY signal inh	TWEAK-Fn14 inh	NR5A2 inv ag	EBV LMP1 NFkB	C8 TRAIL sens
COc1cccc(C=NNC(=O)C2CC2)c1	-25	-19	7	-40	0	-5	-11	9	-7	-15	-27
COc1cccc(-c2nc(=S)c3c(n2Cc2ccco2)CCCC3)c1	-17	9	6	11	9	-27	33	43	6	-2	-13
COc1cc(C(=O)N[C@H](C(=O)NC(C)C23CC4CC(CC(C4)C2)C3)C(C)C)cc(OC)c1OC (stereo partly specified)	2	0	-8	3	-7	-3	5	11	-17	20	5
Cc1ccc(NC(=S)N/N=C/c2c(C)[nH]c3ccccc23)cc1	-7	-7	-1	4	9	2	-64	-9	-22	-1	11
O=C(O)C(Cc1ccc(Cl)cc1)NS(=O)(=O)c1ccc(Cl)cc1 (stereo unspecified)	0	-5	11	9	-1	2	0	-7	13	-8	-1
CCCCN1C(=O)C(=O)N(CC(=O)Nc2cc(OCC)c(N3CCOCC3)cc2OCC)C1=O	-30	-8	8	-6	1	-7	-5	-15	9	-25	-3
O=C(CN1CCCCC1)Nc1nnc(-c2ccccc2)s1	1	-10	-2	-11	-2	2	-13	-23	-35	-8	-18
CN1CCN(S(=O)(=O)c2ccc(N3CCN(S(=O)(=O)/C=C/c4ccccc4)CC3)nc2)CC1	20	-2	-9	-8	8	9	16	11	11	-2	-1
COCCNC(=O)c1cc2c(c(-c3cccc(-c4cc5ccccc5o4)c3)n1)[C@H](CCO)N(S(=O)C(C)(C)C)C2 (stereo partly specified)	-1	15	21	17	2	2	-5	5	7	·	-3
COc1ccccc1C(=O)NCC(=O)OCC(=O)Nc1nnc(-c2ccccc2)o1	-47	-3	3	-32	3	4	5	-1	-13	-11	10
O=C(CSc1nc(N2CCCCC2)nc(N2CCCCC2)n1)Nc1nccs1	-12	-17	11	9	-18	-12	-14	8	-6	-18	-25
CCOc1ccc(CN(C)C(=O)CN2C(=O)NC3(CCCc4ccccc43)C2=O)cc1 (stereo unspecified)	11	-9	-16	-1	7	7	-7	12	13	2	0
COc1ccc(N(CC(=O)NCCSC2CCCCC2)S(=O)(=O)c2ccccc2)cc1OC	-9	-22	6	-2	2	0	-7	-13	-3	2	-9
O=C1C(Cc2ccc(O)cc2)NC(=S)N1C1CCCCC1 (stereo unspecified)	11	-5	5	-2	5	-19	-16	-1	2	-10	3
N/C(=N\OC(=O)c1cccc2ccccc12)c1cccnc1	-21	-62	-10	-66	-6	-33	-95	-28	-15	-71	6

An excerpt from above in order of count of non-hydrogen atoms, lowest first:
SMILES	SRC2 inh	NCOA1 inh	CF NFkB inh	NCOA3 inh	KKLEB tox	NR2F2 inh	TROY signal inh	TWEAK-Fn14 inh	NR5A2 inv ag	EBV LMP1 NFkB	C8 TRAIL sens
COc1cccc(C=NNC(=O)C2CC2)c1	-25	-19	7	-40	0	-5	-11	9	-7	-15	-27
Cc1ccc(NC(=S)N/N=C/c2c(C)[nH]c3ccccc23)cc1	-7	-7	-1	4	9	2	-64	-9	-22	-1	11
CCOc1ccc(CN(C)C(=O)CN2C(=O)NC3(CCCc4ccccc43)C2=O)cc1 (stereo unspecified)	11	-9	-16	-1	7	7	-7	12	13	2	0

Remaining list, next part
SMILES	SRC2 inh	NCOA1 inh	CF NFkB inh	NCOA3 inh	KKLEB tox	NR2F2 inh	TROY signal inh	TWEAK-Fn14 inh	NR5A2 inv ag	EBV LMP1 NFkB	C8 TRAIL sens
C=CCSc1nc2c(c(=O)[nH]1)C(c1ccccc1)C(C#N)=C(N)O2 (stereo unspecified)	13	-22	1	4	1	12	-11	-8	3	-4	10
COc1ccccc1NC(=O)CN1CCN(S(=O)(=O)c2ccc(Br)cc2)CC1	-10	-1	18	10	-10	-3	-16	-14	-3	-9	-7
Fc1ccc(CSc2nnc(-c3cccs3)o2)cc1	-18	-66	-11	-14	1	-27	-63	-30	-57	-24	4
Cc1nc(-c2cccc(S(=O)(=O)N3CC(C)OC(C)C3)c2)cs1 (stereo unspecified)	1	1	5	3	0	11	17	-14	16	4	-4
Cn1c(=O)cc(NCc2ccccc2)[nH]c1=O	9	-3	-4	0	9	12	-7	2	5	-7	-2
O=C(Nc1nc(-c2cccnc2)cs1)c1ccc(S(=O)(=O)N2CCOCC2)cc1	2	-21	14	-6	-5	-11	13	17	-15	12	4
Cc1ccc(-n2ncc3c(NCc4ccco4)ncnc32)c(C)c1	-4	0	9	-2	-3	7	-8	0	-11	6	-14
Cc1ccc(NC(=O)CN2C(=O)S/C(=C/c3ccc(-c4cccc(C(=O)O)c4)o3)C2=O)cc1	-21	-28	-5	-17	3	-4	-44	-27	-11	5	1
CC(=O)Nc1ccc(NC(=O)CSc2nnc(COc3ccccc3C)n2CC2CCCO2)cc1 (stereo unspecified)	20	12	18	14	4	-4	8	2	46	3	9
COC(=O)[C@]1(Cc2ccccc2)N[C@H](CN(C)C(=O)Nc2ccc(C)cc2)[C@@H]2C(=O)N(C)C(=O)[C@@H]21	-15	-4	-14	-3	-16	-7	-21	-10	4	3	-6
COc1ccc(/C(C)=N/NC(=O)c2cc(C)[nH]n2)c(OC)c1	-38	-2	-2	-9	-5	-7	-8	5	0	0	-10
Cc1noc(C)c1COC(=O)CCCc1nc2ccccc2s1	-10	-4	-5	11	-4	8	-24	-4	1	-3	15
C=CCC1(C)C(=O)N(c2ccccc2)c2ccccc21 (stereo unspecified)	5	5	7	-6	-9	10	-7	17	5	2	-3
c1ccc(OCc2nc3c4c(ncn3n2)-c2ccccc2CC42CCCC2)cc1	7	-5	4	24	-6	2	1	37	13	-10	-6
CCOC(=O)c1ccc(-n2c(CN(CC)CC)nc3ccc([N+](=O)[O-])cc3c2=O)cc1	-1	-17	-39	3	0	-8	47	20	9	-2	17
O=C(Nc1ncccn1)C12CC3CC(CC(C3)C1)C2	-18	13	-3	15	9	-10	11	1	-7	·	2
Cc1oc2c(F)c(F)c(F)c(F)c2c1S(=O)(=O)Nc1cccc(C(F)(F)F)c1	-2	39	50*	41	-24	23	29	47	18	20	30
CCCCn1c(=O)nc2n(-c3ccc(Cl)cc3)c3ccccc3cc-2c1=O	-15	16	10	15	5	2	-20	-10	-1	8	0
C[C@H]1CNC(=O)c2c(C(=O)Nc3cccc(Cl)c3)ncn21	13	1	4	-8	10	-3	24	-25	34	2	1
COc1ccc(C)cc1NC(=O)c1c([N+](=O)[O-])cnn1C	-5	19	12	-3	-4	12	4	16	-9	-2	-18
CCOc1cccc(C(=O)NNC(=O)C2C3C=CC(C3)C2C(=O)O)c1 (stereo unspecified)	-2	-21	18	-3	6	0	-10	-6	5	6	-11
Cc1ccc(CNC(=O)c2cn(C)c(=O)c3c2c2ccccc2n3C)o1	-11	1	-7	4	-24	-17	-12	11	-7	-9	-7
CCc1ccc(Nc2nnc(SCC(=O)Nc3cccc(S(=O)(=O)NC4=NCCCCC4)c3)s2)cc1	-52	-57	4	-44	-25	-37	3	15	-45	4	64*
CCN(Cc1cc2ccccc2[nH]c1=O)S(=O)(=O)c1ccc(OC)cc1	-1	5	-3	12	10	-3	8	11	4	1	13
CC(C)NC(=S)NN=C1CCC(c2ccccc2)CC1 (stereo unspecified)	-27	-9	24	-5	-4	11	-4	-13	-43	2	-9
O=C(NCc1ccncc1)[C@@H]1CCCN1C(=O)[C@@H]1CCCN1C(=O)c1ccccc1Cl	-39	·	·	·	·	5	0	2	8	·	-1
O=C(Nc1ccc(Cl)cc1)C(c1ccccc1)N(CCO)CCO (stereo unspecified)	-11	-21	-2	-7	4	-7	-89	-15	-6	-17	9
Cn1cnc(S(=O)(=O)N2CCCCC2c2cc(C(=O)NCc3ccc(Cl)c(Cl)c3)no2)c1 (stereo unspecified)	11	4	9	5	-4	6	5	3	-2	·	-7
O=C(COc1ccccc1)Nc1ccccc1Cl	-35	-66	-24	-45	9	-42	-55	-45	-85	6	5
O=S(=O)(Nc1cccnc1)c1cccs1	-1	10	-27	8	-6	2	9	-1	-4	4	13
O=C(CSc1nnc(-c2cc3ccccc3cc2O)n1Cc1ccco1)c1ccc(F)cc1	1	-21	13	18	15	18	32	25	5	16	-3
COc1ccc(NS(=O)(=O)c2cccs2)c(OC)c1	-25	-8	-10	0	8	-1	14	-3	-4	-1	2
COc1ccc([N+](=O)[O-])cc1NC(=O)C1CCCO1 (stereo unspecified)	4	-21	2	4	11	-3	-3	7	-4	-1	-3
CCC(=O)N1CCN(c2ccc(NC(=S)NC(=O)COc3ccccc3)cc2)CC1	-2	2	1	9	-4	15	30	-5	7	3	-7
CCCSC1C(C)=C(C)C(=O)N1Cc1ccccc1 (stereo unspecified)	31	-14	8	11	-1	-14	8	-12	-10	5	7
CCc1ccccc1NC(=S)N(CCN(C)C)C(C)c1cccnc1 (stereo unspecified)	-36	-7	9	11	-1	-2	4	-9	-2	-9	-6
O=C(COC(=O)CCc1c[nH]c2ccccc12)Nc1ccccc1	-8	-6	0	7	6	63*	-16	5	-3	-1	-4
CC(=O)c1cccc(N2C(=O)Nc3ccccc3N2O)c1	-31	-20	4	-10	-9	11	2	7	7	-14	-1
O=C(Nc1cccc(S(=O)(=O)NC2=NCCCCC2)c1)c1ccc(Cl)cc1	16	-5	15	7	1	43*	-5	30	24	23	11
CC(OC(=O)c1ccc(Cl)nc1)C(=O)Nc1ccc2c(c1)OCO2 (stereo unspecified)	9	-5	-7	12	11	-6	-18	-8	-12	3	-10
COCc1cc(C)nc(N)c1C#N	8	-5	20	5	-5	4	5	6	6	-3	-1
Cc1ccccc1/C(N)=N/OC(=O)c1ccc(F)cc1	-11	-27	7	-9	-6	-14	-22	2	2	-35	24
COc1ccc(/C=C/C(=O)NCCN2CCOCC2)cc1OC	0	-1	-8	13	23	0	2	3	-1	13	-8
CCOC(=O)C1(C)CCN1C(=O)c1ccc(C#N)cc1 (stereo unspecified)	-8	-3	2	-37	4	3	-2	-12	-7	·	-4
CCOC(=O)N1C=CC=C[C@@H]2[C@@H](N3C(=O)c4ccccc4C3=O)C(=O)N21	-8	14	-27	15	19	-1	1	-11	10	6	-6
CC1CN(C(=O)COC(=O)c2cccs2)CC(C)O1 (stereo unspecified)	-3	-4	-5	-1	-6	-4	-1	12	5	-5	-12
CN(C)c1ccc(C=NNc2nc3c([nH]2)c(=O)n(C)c(=O)n3C)cc1	14	-10	-2	-11	22	0	-4	-4	5	4	9
CCc1cc(C(c2ccccn2)N2CCN(C)CC2)c(NC(=O)c2ccccc2)s1 (stereo unspecified)	11	-20	24	-3	-10	1	-11	-2	5	2	17
CC(=O)c1ccc(NC(=O)C2(S(=O)(=O)c3ccccc3)CC2)cc1	9	4	14	-1	-1	-18	2	4	-7	8	-10
O=C(NCc1cccc(C(F)(F)F)c1)c1cccc(S(=O)(=O)NCc2ccccc2)c1	25	7	-18	7	-4	15	13	-4	13	-1	-7
O=C(c1ccccc1)c1ccc(NCCCn2ccnc2)c([N+](=O)[O-])c1	22	7	-8	19	-2	26	24	-9	34	5	15
O=S(=O)(c1ccc(NC(=S)N2CCN(c3ccccc3F)CC2)cc1)N1CCOCC1	8	-1	13	18	-10	-6	11	8	3	9	-2
COC(=O)C1=C(N)c2c(F)cccc2C1(C#N)c1ccc(F)cc1 (stereo unspecified)	13	3	17	7	-4	-4	22	2	-2	6	3

Compound activity deposited in PubChem BioAssay by several laboratories.
